Tau fibril ThT = blocks human tau fibril formation measured by thioflavin T; P10636; recombinant tau K18 P301L, heparin-induced fibrillization, ThT fluorescence; Potency, µM (top dose mostly 57.4 µM), without a hit: at the highest dose activity, negative = inhibition, usual class: inhibitors; actives 2.1% (n = 270,000); also: % is scaled to controls: 0 for no effect and ±100 for the full control effect; nearly all actives have a fitted effect of over 55% in size
Target sequence (P10636 561-689 P618L limits assumed): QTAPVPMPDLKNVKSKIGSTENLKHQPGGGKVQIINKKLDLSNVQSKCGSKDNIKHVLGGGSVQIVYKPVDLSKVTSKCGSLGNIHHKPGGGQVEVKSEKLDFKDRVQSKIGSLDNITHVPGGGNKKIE
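Tau K18 P301L fragment (15 uM unlabeled plus 0.24 uM Alexa 594-labeled) in 100 mM sodium acetate pH 7 with compound, fibrillization induced by 20 uM heparin for 6 hr at 37 C. Thioflavin T (30 uM) added, fluorescence read after 1 hr (ex 450, em 510 nm).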
HttQ103 aggreg = inhibitors of mutant huntingtin aggregate formation in PC12 cells | PC12 HttQ103-GFP aggregates, Acumen cytometry, 40 h | actives 1.1% (n = 220,000) | Potency, µM (doses to about 46.1 µM), for the others: at the top dose activity change, negative = inhibition, hits mostly inhibitors | AID 1688; also: % is scaled to controls: 0 for no effect and ±100 for the full control effect; nearly all actives have a fitted effect of over 60% in size
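Multiplexed with ATP-based cell death, this channel scores GFP aggregates in PC12 cells expressing inducible HTTex1-Q103-GFP. Induction used 100 nM tebufenozide; compounds were tested in concentration series.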
HTT ATP protect = Huntington cell model cytoprotection by ATP luminescence | PC12 HTT-Q103 induced, cytoprotection, ATP luminescence, 40 h | Potency, µM (highest dose often 56.4 µM), for the others: cytoprotection (ATP increase), hits mostly activators | actives 0.14% (n = 230,000);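 also: % of control where 0% means no effect; nearly all actives have a fitted effect of over 45% in size; toxic huntingtin expression switched on by the ecdysone agonist tebufenozide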
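PC12 cells stably carrying ecdysone-inducible Htt exon 1 (Q103)–GFP were induced with 100 nM tebufenozide (final) alongside library compounds in a dose series. Cytoprotection was scored as retained ATP by ATPlite luminescence.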
Tau fibril FP = inhibitors of human tau fibril formation | AID 1468 | Potency, µM (doses to about 57.7 µM), inactives show top-dose activity, negative = inhibition, actives largely listed as inhibitors | P10636 | K18 P301L tau heparin fibrillization, Alexa594 FP, 6 h | actives 0.39% (n = 280,000); also: % is scaled to controls: 0 for no effect and ±100 for the full control effect; nearly all actives have a fitted effect of over 55% in size
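Read-out: fluorescence polarization of Alexa 594-labeled tau (0.24 uM), 555 nm excitation, 632 nm emission. Mixtures held 15 uM unlabeled K18 P301L, compound and 20 uM heparin, pH 7 acetate buffer, incubated 6 hr at 37 C.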
SMN2 splice enh = SMN2 splice variant enhancement; Potency, µM (titrated, usually from 46.1 µM), inactives show at the top dose activity change, positive = activation, actives largely listed as activators; HEK293 SMN2-luciferase splicing reporter, luminescence, 30-36 h; actives 2.8% (n = 210,000); also: % of control where 0% means no effect; nearly all actives have a fitted effect of over 55% in size
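HEK293 cells carry an SMN2 minigene-luciferase reporter in which exon 7 inclusion puts luciferase in frame. Cells were seeded at 2000 cells/well, attached for 10-12 hours, then exposed to compounds for 30-36 hours at 37C before ONE-Glo luminescence.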
ALDH1A1 block = inhibitors of human aldehyde dehydrogenase 1A1; P00352; Purified ALDH1A1, NADH fluorescence, propionaldehyde substrate; Potency, µM (top dose mostly 75.3 µM), for the others: at the highest dose activity, negative = inhibition, most hits filed as inhibitors; actives 7.3% (n = 220,000); AID 1030; active = well fitted inhibition curve with a large enough effect, not every such curve was filed as active; inconclusive = small, poorly fitted or top-dose-only effect, or another doubt; inactive = no such curve, though single readings can be large or run the other way;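 also: plate controls were no enzyme wells and a reference inhibitor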
Target sequence (P00352 whole entry, looked up): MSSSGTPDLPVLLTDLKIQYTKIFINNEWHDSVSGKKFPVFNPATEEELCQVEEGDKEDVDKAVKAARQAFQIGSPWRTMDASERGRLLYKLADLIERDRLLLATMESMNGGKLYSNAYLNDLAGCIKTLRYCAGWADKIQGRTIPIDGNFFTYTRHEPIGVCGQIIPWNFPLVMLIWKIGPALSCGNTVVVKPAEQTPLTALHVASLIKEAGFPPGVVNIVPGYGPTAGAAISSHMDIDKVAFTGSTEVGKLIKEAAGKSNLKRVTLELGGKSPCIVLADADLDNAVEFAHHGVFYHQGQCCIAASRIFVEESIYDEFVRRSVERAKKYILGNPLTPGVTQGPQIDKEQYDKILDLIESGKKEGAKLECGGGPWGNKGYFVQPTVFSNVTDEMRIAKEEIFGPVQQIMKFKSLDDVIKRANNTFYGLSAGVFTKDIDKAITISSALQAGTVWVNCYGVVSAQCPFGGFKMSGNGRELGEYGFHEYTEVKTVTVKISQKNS
JMJD2E inh = JMJD2E (human) inhibition; B2RXH2; JMJD2E catalytic domain, FDH-coupled NADH fluorescence (FDH is formaldehyde dehydrogenase); Potency, µM (highest dose often 57.1 µM), inactives show top-dose activity change, negative = inhibition, hits mostly inhibitors; actives 1.6% (n = 230,000); active = well fitted inhibition curve with a large enough effect, not every such curve was filed as active; inconclusive = small, poorly fitted or top-dose-only effect, or another doubt; inactive = no such curve, though single readings can be large or run the other way;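 also: 0% = wells with enzyme and -100% = buffer wells without enzyme; nearly all actives have a fitted effect of over 50% in size; many of its hits are not listed in these tables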
Target sequence (B2RXH2 1-337 limits assumed): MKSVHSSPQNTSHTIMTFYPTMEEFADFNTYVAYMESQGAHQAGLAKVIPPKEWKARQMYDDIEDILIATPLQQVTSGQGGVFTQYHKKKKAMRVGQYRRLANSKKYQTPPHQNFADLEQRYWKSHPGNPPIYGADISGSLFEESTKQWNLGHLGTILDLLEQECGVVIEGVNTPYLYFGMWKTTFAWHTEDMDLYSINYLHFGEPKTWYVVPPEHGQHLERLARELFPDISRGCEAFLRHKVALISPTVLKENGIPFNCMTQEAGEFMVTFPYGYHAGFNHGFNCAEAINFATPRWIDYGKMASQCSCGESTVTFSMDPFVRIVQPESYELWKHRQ
Tau fluor counter = counter-screen for tau fibril formation inhibitors. Potency, µM (doses to about 57.7 µM), for the others: at the highest dose activity change, negative = decrease. tau K18 P301L (four-repeat tau fragment) Alexa594 fluorescence, heparin fibrillization. actives 0.93% (n = 280,000). AID 1463; also: % is scaled to controls: 0 for no effect and ±100 for the full control effect; nearly all actives have a fitted effect of over 55% in size
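Human K18 P301L tau (15 uM unlabeled plus 0.24 uM Alexa 594-labeled, final) in 100 mM sodium acetate pH 7 was mixed with compound and 20 uM heparin and incubated 6 hr at 37 C.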
Active calls of the source: *; ? = inconclusive; . = not tested or not shown; & = joins results of further samples; [ ] = dose if it differs, or a comment. Unless noted, calls follow the shape of the dose curve; as a rule, active = well fitted curve in the direction sought with a large enough effect; inconclusive = small, poorly fitted or top-dose-only effect, or another doubt; inactive = no such curve, though single readings can be large; an effect the other way counts as inactive or inconclusive. Potency is read from the fitted curve at half-maximal effect. An excerpt (hit frequency here may not be typical).

SMILES	Tau fibril ThT	HttQ103 aggreg	HTT ATP protect	Tau fibril FP	SMN2 splice enh	ALDH1A1 block	JMJD2E inh	Tau fluor counter
O=C(CCCN1C(=O)CSc2ncccc21)N1CCN(c2cccc(C(F)(F)F)c2)CC1	?	-15%	-26%[1.9 µM]	7%	-55%[inhibitor]	1%	-10%	-3%
O=C1CC(N2CCN(C3CC(=O)N(CCc4ccccc4)C3=O)CC2)C(=O)N1CCc1ccccc1 (stereo not given)	-18%	?	13%	-1%	-72%[inhibitor]	-22%	1%	-3%
CSc1ccccc1-c1nnc(-c2ccc(Cl)cc2)o1	?	-15%	-17%[10 µM]	-18%	14µM*	?	?	-26%
CC(=O)CC1(OC(C)=O)C(=O)N(C)c2ccccc21 (stereo not given)	?	7%[9.22 µM]	6%[10 µM]	-13%	.	?	-3%	-14%
CC(C)(C)C1CCc2onc(C(=O)N3CCOCC3)c2C1 (stereo not given)	-5%	-3%	-3%	1%	1%	25µM*	0%	-14%
CCOC(=O)N1CCN(c2cc(NCCC(=O)O)c3c4c(onc24)-c2ccccc2C3=O)CC1	11µM*	7%	-7%[1.9 µM]	32µM*	-23%	14µM*	-23%	?
O=c1ncn(-c2ccccc2C(F)(F)F)c2ncccc12	0%	3%	.	-9%	-13%	8%	-19%	1%
CCOc1ccc2c(c1)C(C)=CC(C)(C)N2	-15%	-6%	-7%	-12%	-6%	?	?	-18%
O=C(C1CC1)N1CCN(c2ccc([N+](=O)[O-])cc2-n2cccc2)CC1	.	-5%[9.22 µM]	12%[10 µM]	2%	.	.	7%	2%
O=C(N/N=C/c1coc2ccccc2c1=O)c1ccccc1Br	?	?	.	6%	1%	4.5µM*	5%	4%
Cc1ccccc1Cn1nc(C)c(NC(=O)/C=C/c2cnn(C)c2)c1C	1%	2%	.	4%	-8%	2%	4%	8%
Fc1ccc(SCCc2ccncc2)cc1	-6%&-21%	-6%&4%	-2%&5%	-6%&-8%	-5%&-20%	-4%&-5%	-5%&-7%	0%&-13%
COC(=O)CSc1nc(NCC(C)C)nc(N2CCOCC2)n1	-3%	0%	1%	5%	8%	11%	2%	-2%
CCOC(=O)C1=C(C)C2C3C(=O)N(c4ccc(C)cc4C)C(=O)C3C1(C)C1C(=O)N(c3ccc(C)cc3C)C(=O)C21 (stereo not given)	4%	5%	-20%[10 µM]	-6%	6%	1%	-3%	-10%
Nc1c(C(=O)Nc2ccc(S(=O)(=O)N3CCCC3)cc2)sc2nc3cc4c(cc3cc12)CCC4	?	14µM*	-21%[10 µM]	?	-25%	12%	2%	?
Cc1ccccc1NC(=O)C1CC(=O)OC12CCOC(C)(C)C2 (stereo not given)	-2%	17%[9.22 µM]	26%[10 µM]	2%	.	-6%	2%	-12%
CC(=O)Oc1ccc2oc(=O)c3c(c2c1)CCCN3C(=O)CN1CCOCC1	-10%	-10%	-5%	2%	-31%[inhibitor]	?	?	-4%
O=C(N/N=C/c1ccc(Cl)cc1)Nc1ccccc1	-9%	5%	-6%	-19%	?	-1%	-6%	-21%
CCOc1ccc(-c2nc(Cn3ccn4nc(-c5ccc(OCC)c(Cl)c5)cc4c3=O)c(C)o2)cc1	-12%	.	.	2%	7%	.	.	-12%
CCn1cc(C(=O)NCCCN2CCCC(C)C2)c(=O)c2cc(S(=O)(=O)N(C)C3CCCCC3)ccc21 (stereo not given)	1%	.	.	-2%	-1%	.	.	-2%
CCC(C)Sc1nc2c(c(=O)[nH]1)C(c1cccs1)C1=C(CCCC1=O)N2 (stereo not given)	-8%	?	3%	0%	-21%	?	12%	-12%
CC1(C)Cc2c(sc(NC(=O)c3ccco3)c2C(=O)O)CO1	?	-6%	-66%[inhibitor]	2%	?	?	-1%	-5%
CCOc1ccc(C(C)=O)cc1CSC(=N)N	6%	?	-7%[10 µM]	6%[2.34 µM]	.	-1%	-4%	9%
O=C(Nc1ccccc1-c1ccccc1)c1cc(C(F)(F)F)cc(C(F)(F)F)c1	0%	6%	-11%[10 µM]	1%	-6%	3%	20%	0%
O=C(Nc1ccc2c(c1)CCC2)C1CCN(c2c3c(nc4ncnn24)CCC3)CC1	?	11µM*	5%[10 µM]	10%	-58%[inhibitor]	16µM*	7%	-23%

A draw from above in order of length of the SMILES, high to low:
SMILES	Tau fibril ThT	HttQ103 aggreg	HTT ATP protect	Tau fibril FP	SMN2 splice enh	ALDH1A1 block	JMJD2E inh	Tau fluor counter
CCOc1ccc(-c2nc(Cn3ccn4nc(-c5ccc(OCC)c(Cl)c5)cc4c3=O)c(C)o2)cc1	-12%	.	.	2%	7%	.	.	-12%
CC(=O)Oc1ccc2oc(=O)c3c(c2c1)CCCN3C(=O)CN1CCOCC1	-10%	-10%	-5%	2%	-31%[inhibitor]	?	?	-4%
O=c1ncn(-c2ccccc2C(F)(F)F)c2ncccc12	0%	3%	.	-9%	-13%	8%	-19%	1%

The list goes on.
SMILES	Tau fibril ThT	HttQ103 aggreg	HTT ATP protect	Tau fibril FP	SMN2 splice enh	ALDH1A1 block	JMJD2E inh	Tau fluor counter
CC(C)c1ccc(N(CC(=O)Nc2ccc(S(=O)(=O)N3CCOCC3)cc2)S(C)(=O)=O)cc1	-2%	-3%	18%	-13%	48%	?	-4%	?
Cc1c(/C=C(\C#N)C(=O)Nc2cccc(Cl)c2)c2ccccc2n1Cc1ccccc1Cl	-10%	.	.	-9%	-2%	.	.	-16%
COc1ccc(C(=O)CN2C(=O)c3ccccc3C2=O)c(OC)c1C	-12%	?	-25%	-3%	4%	-7%	-1%	-20%
Cc1cc(C)cc(N(C(C)C(=O)N2CCOCC2)S(C)(=O)=O)c1 (stereo not given)	-8%	-7%[9.22 µM]	3%[10 µM]	-7%	.	-4%	1%	-8%
O=C(CSc1cccc[n+]1[O-])Nc1ccccc1Oc1ccccc1	-10%	-6%	-18%	-3%	0%	14µM*	-8%	1%
CCC(C(=O)Nc1cnccn1)c1ccccc1 (stereo not given)	6%	-14%	1%[10 µM]	-1%	-6%	0%	8%	3%
Cc1ccc(SCCC(=O)OC(C(=O)NC(N)=O)C(C)C)cc1 (stereo not given)	-5%	20%	-32%[inhibitor]	-4%	.	4%	0%	-19%
Cc1nnc(NC(=O)CSc2nnc(Cc3cccn3C)n2-c2cccc(C)c2C)s1	-10%	6%	5%[10 µM]	2%	8%	0%	0%	-2%
O=c1oc2ccccc2c(N2CCOCC2)c1[N+](=O)[O-]	-4%	.	.	-5%	-23%	14%	-14%	-1%
Nc1c(-c2cccc(Cl)c2)cnn1-c1cccc(C(F)(F)F)c1	?	-17%	-13%	6%	-27%	-11%	-7%	?
CN(c1ccccc1)S(=O)(=O)c1cc(C(=O)c2nccn2C)ccc1Cl	-12%	-11%	-10%[10 µM]	-11%	5%	-2%	-5%	-22%
COc1ccc(-c2ccc(C(C)=O)cc2)cc1[C@H]1[C@H]2C=CC[C@@H](C)[C@@H]2C(=O)N1Cc1ccccc1	-4%	-23%[9.22 µM]	-9%[10 µM]	2%	.	.	?	3%
CC(=O)Nc1cccc(NC(=O)c2c(-c3ccccc3)noc2C)c1	-4%	-5%	4%	-3%	-11%	16%	-1%	-6%
Cn1nc(C(=O)Nc2ccc(S(=O)(=O)N3CCOCC3)cc2)c2ccccc2c1=O	-4%	15%	7%[10 µM]	-1%	9%	7%	7%	-9%
Cc1csc2nc(=O)c3ccccc3n12	-11%	7%	8%	-3%	?	?	?	-5%
Cc1ccc(-n2nnc3ccccc3c2=O)cc1C	-10%	-23%	-15%	0%	14µM*	-49%	-4%	-8%
COCCn1c(C)cc(C(=O)CSc2ccc3ccccc3n2)c1C	-22%	-20%	-21%	6%	11µM*	5%	-2%	-29%
Cn1cc(-c2cc(C(=O)O)on2)cn1	.	-15%[9.22 µM]	21%[10 µM]	-8%	.	.	2%	-6%
CCOC(=O)c1ccc(NC(=O)CC2C(=O)N(c3cccc(OC)c3)C(=O)N2Cc2ccc(OC)cc2)cc1 (stereo not given)	13%	.	.	?	-5%	.	.	?
CCOc1ccccc1NC1c2ccccc2C(=O)N1Cc1ccco1 (stereo not given)	-17%	6%	7%	11%	-10%	-9%	-10%	-16%
COC(=O)c1cc(S(=O)(=O)Nc2nn(C)c3ccccc23)oc1C	-4%	-19%[9.22 µM]	-5%[10 µM]	3%	.	3%	-2%	-5%
Cc1ccc(C(=O)NCCc2ccc(F)cc2)s1	-6%	12%	.	9%	4.5µM*	?	3%	-3%
CC12CCC(C(=O)NC(c3ccccc3)c3ccccc3)(OC1=O)C2(C)C (stereo not given)	-17%	10%	2%[10 µM]	-4%	-4%	-1%	-2%	-18%
CCc1nnc(NC(=O)c2ccc(N(C)S(=O)(=O)c3ccccc3)cc2)s1	5%	-19%	26%[10 µM]	-8%	-67%[inhibitor]	8%	-1%	1%
O=C1c2ccccc2C(=O)N1CN(C(=O)COc1ccc(Cl)cc1Cl)c1cccc(F)c1	-3%	?	6%[10 µM]	-15%	8%	0%	4%	-16%

Next section:
SMILES	Tau fibril ThT	HttQ103 aggreg	HTT ATP protect	Tau fibril FP	SMN2 splice enh	ALDH1A1 block	JMJD2E inh	Tau fluor counter
CC(C)C(=O)Nc1ncc(Cc2cccc(Cl)c2)s1	?	-5%	-45%[inhibitor]	5%	-13%	-3%	-7%	?
COC(=O)[C@@H]1CC[C@H](C)[C@@H](c2ccc(C)cc2)N1C(=O)c1ccc(/C=N/OC[C@@H](O)[C@H]2O[C@@H]3OC(C)(C)O[C@@H]3[C@H]2O)cc1	-17%	-16%	.	7%	5%	-6%	0%	-17%
COc1ccc(NC(=O)c2ccc(S(=O)(=O)N(C)C)cc2)cc1OC	-2%	-2%	-29%	9%	-3%	-3%	-5%	-2%
CCCc1[nH]nc2c1C(c1cn[nH]c1-c1ccc(F)cc1)C(C#N)=C(N)O2 (stereo not given)	?	11µM*	0%[1.9 µM]	-9%	-17%	?	6%	-10%
COc1ccc(N2CC(C)(C)C2=O)cc1	1%	-8%	-2%	3%	7%	4%	-4%	7%
COC(=O)c1ccc(CN2CCN(C3CCCCC3)C(CCO)C2)cc1 (stereo not given)	-4%	-5%	-35%	-4%	.	6%	9%	-2%
CCCN(C(=O)CCc1nc(-c2ccc(OC)cc2)no1)c1ccccc1F	?	.	.	6%	-15%	.	.	-20%
